USP1 inh: USP1/UAF1 (human) deubiquitinase inhibition. AID 743255. recombinant USP1/UAF1, Ub-Rhodamine cleavage fluorescence. 390,000 compounds, 0.23% hits. Potency, µM (doses to about 57.1 µM), without a hit: at the highest dose activity change, negative = inhibition, most hits filed as inhibitors; further: potency means the concentration at half of the fitted maximal effect; on the % scale 0 is the no-effect control and ±100 the full control effect; nearly all actives have a fitted effect of over 60% in size; inactives centre near -12
Target sequence (O94782 whole entry, looked up): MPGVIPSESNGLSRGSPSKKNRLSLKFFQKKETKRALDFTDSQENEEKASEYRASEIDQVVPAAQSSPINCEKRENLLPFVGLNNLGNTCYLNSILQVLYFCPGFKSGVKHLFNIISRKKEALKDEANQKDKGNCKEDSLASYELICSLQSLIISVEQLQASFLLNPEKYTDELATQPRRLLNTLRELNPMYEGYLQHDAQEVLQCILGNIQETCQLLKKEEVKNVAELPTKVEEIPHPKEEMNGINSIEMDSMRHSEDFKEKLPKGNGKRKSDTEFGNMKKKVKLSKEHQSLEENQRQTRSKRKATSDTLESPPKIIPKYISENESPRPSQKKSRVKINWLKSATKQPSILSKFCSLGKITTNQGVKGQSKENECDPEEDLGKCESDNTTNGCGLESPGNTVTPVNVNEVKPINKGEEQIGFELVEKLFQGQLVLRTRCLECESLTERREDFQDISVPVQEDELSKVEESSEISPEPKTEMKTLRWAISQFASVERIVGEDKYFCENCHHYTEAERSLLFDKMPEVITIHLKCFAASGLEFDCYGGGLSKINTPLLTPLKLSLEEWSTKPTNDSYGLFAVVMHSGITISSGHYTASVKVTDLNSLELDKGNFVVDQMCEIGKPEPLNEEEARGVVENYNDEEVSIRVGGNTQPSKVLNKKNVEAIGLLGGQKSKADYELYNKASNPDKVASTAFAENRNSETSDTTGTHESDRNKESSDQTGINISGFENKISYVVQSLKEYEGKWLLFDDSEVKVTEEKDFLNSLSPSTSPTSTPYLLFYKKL
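USP1/UAF1 complex (1 nM) preincubated 15 min at room temperature with compound, then Ub-Rho substrate (150 nM final) added. Kinetic fluorescence at 480/540 nm over 6 reads at 60 s intervals; 50 mM HEPES pH 7.8, 0.5 mM EDTA, 0.1 mg/ml BSA, 1 mM TCEP, 0.01% Tween-20.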
mIDH1 inhibitor: blocks human mutant IDH1 R132H enzyme. O75874. IDH1-R132H enzyme, NADPH consumption, diaphorase/resazurin fluorescence. Potency, µM (series often up to 76.6 µM), for the others: at the highest dose activity change, negative = inhibition, most hits filed as inhibitors. 390,000 compounds, 0.093% hits; further: potency means the concentration at half of the fitted maximal effect; on the % scale 0 is the no-effect control and ±100 the full control effect; nearly all actives have a fitted effect of over 65% in size
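IDH1-R132H (0.5 ug/mL) preincubated 30 min with compound, then NADPH (0.016 mM) and alpha-KG (2 mM) added; 80 min at RT, pH 7.5. Remaining NADPH coupled via diaphorase/resazurin to fluorescence (540/590 nm); concentration-response curves normalized to no-enzyme control.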
D2 antag: antagonizes the human D2 dopamine receptor | HEK293 TREx D2 cells, calcium flux, dopamine EC80 | inhibition, % at 10 µM | 340,000 compounds, 2% hits | P14416; in the data active means inhibition above about 30%; further: 0% is about no effect
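Cells plated overnight at 30 C with tetracycline; no-wash calcium dye, 30–90 min RT; 10 s baseline; compound pinned; 180 s read; EC80 dopamine added; another 180 s read.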
D2 ag: agonists of human D2 dopamine receptor; P14416; HEK293 T-REx D2 cells, calcium flux agonist mode; activation, % at 2 µM; 340,000 compounds, 0.53% hits;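 active means activation over 3 SD above normal in the single-dose calcium agonist read, cut at about 30% in these data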; further: 0% is about no effect
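Tetracycline-induced HEK293 Trex cells with D2 receptor force-coupled to calcium signaling, plated overnight at 30 C and loaded with no-wash calcium dye. Calcium flux read kinetically for 180 s after compound addition; responses flag agonists.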
TRHR agonist: activates the human TRH receptor; 360,000 compounds, 0.18% hits; AID 493084; P34981; activation, % at 2 µM; TRHR cells, calcium flux fluo-8, FDSS agonist mode; in the data active means activation above about 30%; further: 0% is about no effect
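Fluo-8-loaded TRHR cells; 10 s baseline, compound added, kinetic Ca2+ fluorescence read 1/s, agonist mode.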
TrxR1 substrate: rat thioredoxin reductase 1 substrate activity; O89049; purified TrxR1 substrate turnover, NADPH consumption readout; Potency, µM (top dose mostly 114 µM), for inactives: top-dose activity change, negative = substrate turnover; 390,000 compounds, 0.01% hits; AID 588456; further: potency means the concentration at half of the fitted maximal effect; on the % scale 0 is the no-effect control and ±100 the full control effect; nearly all actives have a fitted effect of over 50% in size
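Rat TrxR1, dispensed at 90 nM, was prereduced with 400 uM NADPH (final) for 5 min at ~22 deg C, then incubated with compound 15 min before 400 uM selenite. A first-read NADPH fluorescence drop versus no-compound background flagged substrates.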
TRHR enhancer: allosterically enhances the human TRH receptor. 360,000 compounds, 0.66% hits. TRHR cells, fluo-8 calcium fluorescence, EC20 TRH enhancement. P34981. AID 493056. enhancement, % at 2 µM; in the data active means enhancement above about 30%; further: 0% is about no effect
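TRHR-expressing cells loaded with fluo-8 calcium dye were read kinetically (ex 480/em 530) during compound addition, then stimulated with an EC20 of TRH (10 nM final). Enhancement of the Gq-mediated intracellular calcium response was scored.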
rTrxR1 inhibitor: blocks rat thioredoxin reductase 1; Potency, µM (series often up to 114 µM), without a hit: top-dose activity change, negative = inhibition, usual class: inhibitors; AID 588453; recombinant rTrxR1, NADPH fluorescence consumption, selenite substrate; 390,000 compounds, 1% hits; further: potency means the concentration at half of the fitted maximal effect; on the % scale 0 is the no-effect control and ±100 the full control effect; nearly all actives have a fitted effect of over 65% in size
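Rat TrxR1 (90 nM in the dispensed reagent) was pre-reduced with 400 uM NADPH for 5 min at room temperature, then incubated with compound for 15 min. After 400 uM selenite was added, NADPH fluorescence (Ex 340/Em 450 nm) was followed for 8 min.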
PI4K2A block: blocks human PI4K2A kinase activity; purified PI4K2A, ADP-Glo luminescence, 1 h; stronger effect = lower value; Q9BTU6; AID 1346378; activity change, negative = inhibition, % at 76.9 µM; 420,000 compounds, 0.13% hits; in the data active means activity change below about -50%; inconclusive means mostly about -30% to -49%;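 further: -100% = wells without enzyme as full effect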
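Compounds are screened against recombinant PI4K2A using PI as substrate and ATP, the latter dispensed at 300 microM. Reactions run one hour at ambient temperature before ADP-Glo detection; full inhibition defined by wells lacking enzyme.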
* = called active by the depositor; ? = inconclusive; . = no result given; & = joins results of further samples; [ ] = dose if it differs, or a comment. Unless noted, the call rests on the fitted dose curve; in most records, active means well fitted inhibition curve with a large enough effect; inconclusive means small, poorly fitted or top-dose-only effect; inactive means no such curve, though single readings can be large or run the other way.

Every second line gives: USP1 inh | mIDH1 inhibitor | D2 antag | D2 ag | TRHR agonist | TrxR1 substrate | TRHR enhancer | rTrxR1 inhibitor | PI4K2A block
Cc1ccc(OCC(=O)Nc2ccc(-c3nc4ncccc4o3)cc2)c(C)c1
 : -3% | 0% | -6 | 2.6 | 0.7 | 97%[activator] | -1 | 51%[activator] | -3
Cc1ccc(C)c(SCC(=O)Nc2ccc(C)c(S(=O)(=O)N3CCOCC3)c2)c1
 : -6% | 10% | . | . | 0.0 | -4% | -2 | 15% | -14
COc1cc(S(=O)(=O)NC2CCCCC2)ccc1Cl
 : -14% | 8% | -27 | -0.9 | -0.1 | -7%[57.1 µM] | 7 | 10%[57.1 µM] | -4
COc1cc(-c2noc(-c3ccco3)n2)cc(OC)c1OC
 : -23% | 2% | 11 | -0.2 | -1.3 | 5%[57.1 µM] | 16 | -4%[57.1 µM] | 1
Nc1cccc(C#Cc2ccc3c(=O)c4ccccc4oc3c2)c1
 : -11% | -7% | 4 | -1.1 | -1.0 | -4%[57.1 µM] | -8 | -11%[57.1 µM] | -2
CCc1nnc(NC(=O)c2cc(S(=O)(=O)N(CC)CC)ccc2Cl)s1
 : 0% | 0% | -7 | -0.5 | -0.4 | -2% | 15 | 12% | -3
CCC(C)Nc1nnnc2c1sc1nc3c(cc12)COC(C)(C)C3 (centres undefined)
 : -20% | 0% | -17 | 3.2 | -1.8 | 0% | -4 | 24% | -1
CCCCOc1ccc(/C=C/C(=O)NC2=Nc3ccccc3NC(C)=C2C(=O)OCC)cc1OC
 : -12% | 1% | 5 | 0.9 | 0.9 | 5% | 25 | 14% | -9
Fc1ccc(-c2csc(-c3ccncc3)n2)cc1
 : -8% | 0% | -7 | -0.4 | 0.5 | 2% | -2 | 6%[57.1 µM] | -1
Cc1ccc(NC(=O)CC2C(=O)N(Cc3ccccc3)C(=S)N2NC(=O)c2cccc(F)c2)c(C)c1 (centres undefined)
 : -3% | 0% | -10 | 0.9 | 1.3 | -9% | -11 | -9% | 2
CCOC(=O)c1oc2ccccc2c1CSc1nnnn1-c1ccc(C)cc1
 : -5% | 0% | -9 | 1.1 | 0.8 | -3%[57.1 µM] | -8 | 8% | 0
Cn1cccc1C(=S)N1CCOCC1
 : -27% | -1% | 7 | 1.9 | 1.7 | -7% | -1 | 21% | 9
NC(=S)N/N=C/c1ccc(-c2ccc(SC(F)F)cc2)o1
 : -23% | 6% | 13 | -1.3 | -0.8 | 8% | 2 | 4% | 3
O=C(NCc1ccccn1)c1n[nH]c(=O)c2ccccc12
 : -7% | 2% | -9 | -3.2 | -0.4 | 1% | 16 | 14% | 4
O=C(Nc1c(-c2ccccc2)nc2ccccn12)c1ccccc1F
 : -19%&0% | -6%&-1% | -6 | -3.2&0.4 | -1.0&0.3 | 1%&-5% | -10&-1 | 21%&5% | 1&-2
COc1ccccc1OCCNC(=O)c1ccccc1OCc1c(C)noc1C
 : -16% | 0% | 3 | -0.2 | -0.7 | 3% | -5 | 18% | 3
CN(C)c1ccc(C2CC(=O)C=C(Nc3ccccc3N)C2)cc1 (centres undefined)
 : -24% | -1% | -14 | -1.5 | 0.2 | 3% | -3 | 12% | 2
CCOC(=O)c1ccc(NC(=O)CC2C(=O)N(c3ccccc3)C(=O)N2Cc2ccc(C)cc2)cc1 (centres undefined)
 : -21% | -13% | . | 0.6 | 0.7 | -2% | 4 | 8% | 0
Cc1ccc(Cn2nc(C)c(NC(=O)CSc3n[nH]c(C)c3[N+](=O)[O-])c2C)cc1
 : -5% | 1% | -2 | 0.6 | 0.3 | -12% | 4 | -3% | -3
COc1ccc(C(=O)Nc2ccc(C(=O)N3CCOCC3)cc2)cc1OC
 : -17% | 8% | -1 | 0.5 | 0.0 | -3%[57.1 µM] | 32* | 15%[57.1 µM] | 0
Cc1ccc(C[n+]2ccccc2)cc1
 : ? | -8% | -4 | 0.2 | -0.3 | 3% | 0 | 18% | 6
COc1ccc(C(C(=O)NC2CCCC2)N(C(=O)c2ccoc2C)c2ccc(C)c(C)c2)cc1 (centres undefined)
 : -9% | 2% | -5 | -1.0 | -1.1 | -2%[57.1 µM] | -12 | -3%[57.1 µM] | -5
CCSc1ncc(Cl)c(C(=O)N2CCN(c3ccc(OC)cc3)CC2)n1
 : -26% | -14% | . | 0.0 | -0.8 | -5% | 2 | 1% | -7
Cc1ccc(C(=O)Nc2sc3c(c2C(=O)NCc2ccco2)CCC(C(C)(C)C)C3)cc1 (centres undefined)
 : -6% | 6% | . | 0.3 | 0.4 | 4% | 0 | 21% | -3
O=C(Nc1ccccc1C(=O)O)c1ccc2ccccc2n1
 : -13% | 28% | -4 | 0.7 | -0.9 | -12% | -2 | 9%[57.1 µM] | 2
Cc1ccc(CNC(=O)c2cn(C)c3ccc(S(=O)(=O)N4CCOCC4)cc3c2=O)cc1
 : -34%&-3% | -5%&0% | 0 | -0.6&-0.6 | 0.0&-0.8 | 0%&-1% | -7&-1 | 15%&9% | 1&-2
COc1cc([N+](=O)[O-])ccc1NC(=O)COC(=O)c1n[nH]c2ccccc12
 : -3% | 1% | 1 | 0.5 | -0.1 | -3%[57.1 µM] | 1 | -2%[57.1 µM] | -3
CCOC(=O)N/N=C/c1cccnc1
 : -7% | 1% | 6 | 1.1 | 1.3 | 3%[57.1 µM] | 8 | 21%[57.1 µM] | 0
Cn1c(CNC(=O)C(C)(C)C)nc2ccccc21
 : -13% | 7% | 2 | 0.1 | -0.5 | 2% | 1 | -3% | -1
CCc1cc(=O)oc2cc(C)cc(OC(C)C(=O)NCc3cccnc3)c12 (centres undefined)
 : -12% | 0% | 7 | -0.3 | -0.3 | 126%[activator] | -8 | -4% | 4
O=C(NCc1ccccc1)c1ccc(F)c(F)c1
 : -11% | 1% | -6 | -0.2 | -0.4 | -6% | 1 | 12%[57.1 µM] | 1
CC(C)NC(=O)CCc1nc2cccnc2n1-c1ccccc1
 : -30% | -1% | -18 | 1.2 | 0.4 | 9% | -2 | 26% | -3
N#CC1CCN(c2ncccc2[N+](=O)[O-])CC1
 : -14% | 5% | -5 | 0.8 | 0.8 | -3% | -2 | 11%[57.1 µM] | 0
CC(=O)c1cccc(NC(=S)NC(=O)C(C)C)c1
 : 1% | 12% | . | . | . | 10% | . | ? | -2
Cc1cc(NC(=S)NC(=O)CC(C)C)ccc1Br
 : -5% | -3% | 9 | -0.5 | 0.0 | 3% | 8 | ? | 5
CCN(CC)C(=O)/C(=C\c1ccncc1)NC(=O)c1ccccc1
 : 11% | -9% | 0 | 2.1 | 0.8 | 0%[57.1 µM] | 21 | -5%[57.1 µM] | -3
CC(C)CCn1c(=O)c2ccccc2n2c(COC(=O)c3ccc(S(=O)(=O)N(C)C)cc3)nnc12
 : . | . | -13 | -0.4 | 0.7 | . | -3 | . | .
O=C(O)c1cccnc1SCC(=O)N1CCCCCC1
 : -4% | 4% | 2 | 0.5 | 0.3 | 1% | 8 | -3% | 3
COc1ccc(CC(=O)OC(C)CN2CCCC2)cc1 (centres undefined)
 : 7% | -1% | 9 | 0.3 | -0.2 | 0% | 2 | 8% | 10
COCCN(CCOC)S(=O)(=O)c1ccc(C(=O)Nc2sc3c(c2C(N)=O)CCCCC3)cc1
 : -13% | -2% | 2 | 0.6 | -0.1 | -4% | 6 | -5% | 4

Structures shown so far that contain an aryl methoxy group (nine):
Every second line gives: USP1 inh | mIDH1 inhibitor | D2 antag | D2 ag | TRHR agonist | TrxR1 substrate | TRHR enhancer | rTrxR1 inhibitor | PI4K2A block
COc1cc(S(=O)(=O)NC2CCCCC2)ccc1Cl
 : -14% | 8% | -27 | -0.9 | -0.1 | -7%[57.1 µM] | 7 | 10%[57.1 µM] | -4
COc1cc(-c2noc(-c3ccco3)n2)cc(OC)c1OC
 : -23% | 2% | 11 | -0.2 | -1.3 | 5%[57.1 µM] | 16 | -4%[57.1 µM] | 1
CCCCOc1ccc(/C=C/C(=O)NC2=Nc3ccccc3NC(C)=C2C(=O)OCC)cc1OC
 : -12% | 1% | 5 | 0.9 | 0.9 | 5% | 25 | 14% | -9
COc1ccccc1OCCNC(=O)c1ccccc1OCc1c(C)noc1C
 : -16% | 0% | 3 | -0.2 | -0.7 | 3% | -5 | 18% | 3
COc1ccc(C(=O)Nc2ccc(C(=O)N3CCOCC3)cc2)cc1OC
 : -17% | 8% | -1 | 0.5 | 0.0 | -3%[57.1 µM] | 32* | 15%[57.1 µM] | 0
COc1ccc(C(C(=O)NC2CCCC2)N(C(=O)c2ccoc2C)c2ccc(C)c(C)c2)cc1 (centres undefined)
 : -9% | 2% | -5 | -1.0 | -1.1 | -2%[57.1 µM] | -12 | -3%[57.1 µM] | -5
CCSc1ncc(Cl)c(C(=O)N2CCN(c3ccc(OC)cc3)CC2)n1
 : -26% | -14% | . | 0.0 | -0.8 | -5% | 2 | 1% | -7
COc1cc([N+](=O)[O-])ccc1NC(=O)COC(=O)c1n[nH]c2ccccc12
 : -3% | 1% | 1 | 0.5 | -0.1 | -3%[57.1 µM] | 1 | -2%[57.1 µM] | -3
COc1ccc(CC(=O)OC(C)CN2CCCC2)cc1 (centres undefined)
 : 7% | -1% | 9 | 0.3 | -0.2 | 0% | 2 | 8% | 10

An unsorted share of the library; overall some 3.9% were active at least once.
